# ABHD5 PLIN5 PPI = inhibitors of human ABHD5-perilipin-5 interaction | Q00G26+Q8WTS1 | Split G. princeps luciferase complementation, luminescence, 4 h | inhibition, % at 4 µM | hit rate 0.78% among 360,000;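 active = inhibition above the mean inhibition across every tested compound plus 3 SD, cut at about 22% in these data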;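 also: 0% = DMSO only wells and the 100% control is not disclosed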
# MC4R antag cAMP = blocks human MC4R cAMP signaling; P32245; MC4R-expressing cells, MTII-stimulated cAMP, LANCE TR-FRET; inhibition, % at 6.5 µM; hit rate 0.48% among 360,000;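 active = inhibition above its plate's cutoff, the mean of tested wells on that plate plus 3 SD, cut at about 29% in these data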;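 also: 0% = Melanotan II alone and 100% = Melanotan II plus saturating MCL0020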
#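 Material – human MC4R-expressing U2OS cells · Repeats – no replicates · Detection – TR-FRET with Eu-cAMP and labeled anti-cAMP, 671 nm · Times – compound 30 min, challenge 1 h, detection 1 h · Compound – single nominal compound dose of 6.5 µM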
# ABCB6 inh MLPCN = inhibitors of human ABC transporter ABCB6; Q9NP58; K562-ABCB6 porphyrin accumulation, flow cytometry, 1 h; active compounds read low; hit rate 0.19% among 360,000; fluorescence ratio to DMSO, % at 10 µM;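 active = fluorescence ratio to DMSO below 75%, the collection mean minus 3 SD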;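 also: signal is porphyrin accumulated inside mitochondria; 100% equals median channel fluorescence of DMSO control wells; lower ratio means ABCB6 inhibition with less porphyrin fluorescence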
# Target sequence (Q9NP58 whole entry, looked up): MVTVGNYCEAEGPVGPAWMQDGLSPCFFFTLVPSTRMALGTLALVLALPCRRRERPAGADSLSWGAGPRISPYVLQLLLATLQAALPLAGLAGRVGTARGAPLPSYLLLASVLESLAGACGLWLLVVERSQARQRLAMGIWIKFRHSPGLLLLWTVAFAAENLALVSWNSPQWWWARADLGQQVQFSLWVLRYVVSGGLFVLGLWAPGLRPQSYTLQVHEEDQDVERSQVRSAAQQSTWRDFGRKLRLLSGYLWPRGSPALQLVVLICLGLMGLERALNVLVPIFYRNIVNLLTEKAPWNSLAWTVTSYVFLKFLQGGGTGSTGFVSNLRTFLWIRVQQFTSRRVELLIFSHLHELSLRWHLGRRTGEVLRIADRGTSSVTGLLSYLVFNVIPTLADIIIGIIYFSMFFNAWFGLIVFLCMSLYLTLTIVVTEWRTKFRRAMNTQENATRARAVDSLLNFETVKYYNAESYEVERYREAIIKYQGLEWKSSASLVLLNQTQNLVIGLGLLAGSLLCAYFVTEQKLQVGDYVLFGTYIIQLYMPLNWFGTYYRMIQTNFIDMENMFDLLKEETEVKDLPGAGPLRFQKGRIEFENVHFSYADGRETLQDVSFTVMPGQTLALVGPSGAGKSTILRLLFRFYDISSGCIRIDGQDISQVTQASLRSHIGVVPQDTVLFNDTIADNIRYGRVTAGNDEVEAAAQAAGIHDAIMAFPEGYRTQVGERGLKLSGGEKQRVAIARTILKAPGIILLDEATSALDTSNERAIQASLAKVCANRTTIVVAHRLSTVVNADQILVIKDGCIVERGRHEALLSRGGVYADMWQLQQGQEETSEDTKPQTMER
# Glyco luc inh = N-linked glycosylation inhibition. D54 ERlucT glycosylation luciferase reporter, 24 h; percent of 100 nM tunicamycin response. reporter increase, % at 12.5 µM. hit rate 0.23% among 360,000. AID 588692;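 active = mean luciferase reporter signal, scaled so untreated is 0 and the glycosylation-blocking control 100, at or above a set limit in every replicate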;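 also: luciferase carries N-glycosylation sites so blocking glycosylation raises the light; 0% = median of neutral control wells and 100% = median of 100 nM tunicamycin wells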
# MC4R barr agon = human MC4R agonism via beta-arrestin | P32245 | U2OS MC4R beta-arrestin complementation, luminescence; percent of melanotan II response, DMSO zero | activation, % at 8.9 µM | hit rate 0.98% among 360,000 | AID 540308;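 active = activation above a per-plate cutoff, the mean activation of sample wells on that plate plus 3 SD, cut at about 8% in these data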
# m5-HT2A agonist = activates the mouse 5-HT2A serotonin receptor; hit rate 0.66% among 360,000; P35363; activation, % at 7.6 µM; CHO-K1 mHTR2A beta-arrestin complementation, luminescence; percent of 30 µM serotonin response; AID 624169;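 active = activation above a run cutoff, the mean activation of all tested compounds plus 3 SD, cut at about 14% in these data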;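 also: 0% = plate median of compound wells and 100% = 30 µM serotonin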
# PDI turbidity = blocks human protein disulfide isomerase activity | PDI insulin aggregation turbidity, A650, 90 min | inhibition, % at 10 µM | hit rate 0.052% among 350,000 | AID 588391;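 active = mean inhibition across replicates of 30% or more, whatever share of single replicates reach that level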;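 also: absorbance from insulin aggregation driven by PDI reduction with DTT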
# H9c2 protect = myocardial damage modulation in H9c2 cells. H9c2 cardiomyocytes, H2O2 injury protection, ATPLite, 2 h. protection from H2O2 cell death, % at 20 µM. hit rate 0.63% among 360,000;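 active = compounds giving at least 50% protection of heart cells from peroxide-induced death in the single-dose screen, raw or plate-pattern-corrected value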;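 also: 0% = DMSO wells with peroxide and 100% = DMSO wells without peroxide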
# Exocytosis inh = lytic granule exocytosis inhibition. TALL-104 LAMP-1 surface exposure, flow cytometry; cells stimulated with thapsigargin and PMA. inhibition, % at 10 µM. hit rate 0.66% among 360,000;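 active = inhibition above about 55%, limit read from the data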
# CaV13 FRET inh = Disruptors of the CACNA1D IQ motif to Ca2+-dependent inactivation inhibitor domain association, primary screening, Förster resonance energy transfer in intact living …; hit rate 0.098% among 340,000; inhibition, % at 12.3 µM; AID 743397; HEK cells, CFP/YFP FRET ICDI-IQ, plate reader, 10 min; percent FRET-ratio fall versus neutral wells;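 active = mean replicate inhibition of at least 30% and at least 1% of replicates passing that level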;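 also: 0% = median of the neutral control wells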
# * = called active by the depositor; / = no result given.
SMILES,ABHD5 PLIN5 PPI,MC4R antag cAMP,ABCB6 inh MLPCN,Glyco luc inh,MC4R barr agon,m5-HT2A agonist,PDI turbidity,H9c2 protect,Exocytosis inh,CaV13 FRET inh
COc1cccc(C(=O)Cn2c(=O)n(CC3CCCO3)c(=O)c3ccccc32)c1 (centres undefined),7,20,87,-1,-1.2,-1,11,3,-1,-1
C/C(=N/Nc1ncc(Br)cn1)c1ccc([N+](=O)[O-])cc1,-10,-5,93,0,-1.4,-3,2,-3,-12,-2
CCC(O)(c1ccccc1)C(CN1CCOCC1)c1ccccc1 (centres undefined),3,9,96,0,-0.3,-5,4,-1,-5,-18
O=S1(=O)N[C@@H](Cc2ccccc2)COc2cc(N3CCSCC3)ccc21,-6,/,100,/,/,-1,/,/,-4,-3
O=C(NCc1ccccc1)c1ccc(S(=O)(=O)N2CCCC2)cc1,-2,6,95,1,-1.0,-5,6,4,-2,-8
CCn1c(SCc2nc3ccccc3c(=O)[nH]2)nnc1C(C)NC(=O)c1ccccc1 (centres undefined),-2,14,95,1,-1.5,4,11,12,-3,-7
COc1cc(-c2cc(NC=O)c3ncc(-c4ccccc4)n3c2)cc(OC)c1OC,-4,-25,102,-1,13*,-1,-5,96*,18,-10
CCOCc1nnc(NC(=O)CSCc2ccccc2)s1,1,6,105,0,-1.8,-2,-2,0,0,-6
C[C@H](CO)N1C[C@H](C)[C@@H](CN(C)C(=O)Nc2ccccc2)Oc2ccc(NC(=O)Nc3ccc4c(c3)OCO4)cc2C1=O,14,13,103,1,0.1,4,1,-1,18,-5
OCC[C@H]1C[C@@H](O)[C@H](O)[C@@]2(CCCc3ccccc3O2)O1,0,6,98,2,0.9,8,13,2,-1,-6
CNC(=O)NC(=O)C(OC(=O)CCNS(=O)(=O)c1ccccc1)c1ccccc1 (centres undefined),4,3,95,1,-1.1,7,2,8,-2,/
COc1cccc(/C=C/C(=O)OCC(=O)Nc2cccc(S(=O)(=O)NC3=NCCCCC3)c2)c1,8,9,100,3,-1.2,4,-12,-7,1,-5
COc1ccc(NS(=O)(=O)c2ccc(N3CCCC3)c(NC(=S)Nc3ccc(SC(F)F)cc3)c2)cc1,-18,15,98,-6,-2.7,-4,-2,-24,0,-5
CCOc1ccccc1N(CC(=O)Nc1cccnc1)S(C)(=O)=O,1,3,92,0,-1.3,6,1,4,7,-3
COC(=O)C[C@H]1N(S(=O)(=O)c2ccc(C)cc2)C(C(C)C)CC1(C(=O)OC)C(=O)OC (some centres undefined),-2,/,/,/,/,5,/,/,-3,-4
Cc1[nH]c2ccc(C(=O)O)cc2c1C,0,5,100,-2,1.9,1,1,6,3,-5
COc1ccccc1/C=N/NC(=O)c1ccc(CN2C(=O)c3cccc4cccc2c34)cc1,0,9,96,-2,1.2,5,0,-1,0,-8
O=C(O)CCc1ccc(-c2ccc(Cl)cc2)n1CCC(=O)O,1,5,98,1,-0.8,4,-4,0,-4,-8
O=C(NCc1cccnc1)C1CCCN(S(=O)(=O)c2cccc3nsnc23)C1 (centres undefined),-1,0,92,1,-1.8,2,0,-1,-4,-4
CC(C)c1nnc2c(N(C)S(=O)(=O)c3ccccc3)nc3ccccc3n12,2,-3,97,-2,-3.0,-2,12,7,2,-2
COc1ccc(NC(=O)Cc2ccc(C)c(C)c2)cc1S(=O)(=O)N1CCCCC1,-6,2,94,-4,-1.5,-7,2,-11,-4,-9
O=C(Cc1cccs1)N(Cc1cccs1)C1(C(=O)NC2CCCC2)CCCCC1,-7,2,97,-7,-2.7,-6,3,1,77*,-5
CC(C)c1onc(C(=O)NC(C)c2ccccc2)c1[N+](=O)[O-] (centres undefined),0,15,102,-1,-1.4,1,2,2,-2,-3
Cc1occc1C(=O)Nc1cc(C(F)(F)F)ccc1Cl,0,2,100,-1,0.6,6,-7,-4,-2,-6
O=C1N/C(=N/N=C/c2ccccc2)SC1(c1ccccc1)c1ccccc1,6,2,95,1,1.1,3,-5,-4,-3,-7
O=[N+]([O-])c1ccccc1N/N=C1\CC2CC=CC12 (centres undefined),3,3,92,-1,-1.1,-5,-3,-18,4,-18
CCN1C(=O)[C@H]2[C@H]3CN=C(SC)N3[C@@](C)(C(=O)OC)[C@H]2C1=O,-4,-3,100,1,-0.5,1,-4,0,-7,-10
COc1ccc(-c2cc(=O)[nH][nH]2)cc1,-35,8,/,1,-1.6,0,-2,-6,-4,/
C[C@@H]1CN([C@@H](C)CO)C(=O)CCCn2cc(nn2)CO[C@H]1CN(C)C(=O)Oc1ccccc1,4,7,95,3,-0.9,3,0,14,5,-5
CCOC(=O)CSc1nc(-c2ccccc2)nc2c1oc1ccccc12,-4,0,106,1,2.5,2,-14,-1,1,-5
O=C(O)C1=CC[C@@H](c2ccc(Cl)cc2)N(S(=O)(=O)c2ccc(Cl)cc2)[C@H]1c1cccc(Cl)c1,10,10,94,0,1.9,3,3,-6,42,-5
CC(O)CNCCOc1cccc(Oc2ccccc2)c1 (centres undefined),4,1,95,-3,-0.1,-5,0,21,0,-2
CC(C)CNC(=O)COC(=O)c1cncc(Br)c1,3,10,104,1,-1.2,4,-8,-1,4,-4
COc1ccc(CCNc2ccc(C(CC(N)=O)NC(=O)Cc3ccc(Br)cc3)cc2[N+](=O)[O-])cc1 (centres undefined),-12,-1,90,0,1.0,-3,-5,-7,-12,-12
C[C@H](NC(=O)c1ccco1)C(=O)NCc1cccs1,5,0,99,0,0.3,-6,-2,-3,0,-19
COCC(=O)N[C@H]1C=C[C@@H](CC(=O)NCc2ccccc2OC)O[C@@H]1CO,0,/,/,/,/,1,/,/,4,-5
CC12CCC(C(=O)N(CSC(=S)N/N=C\c3ccccc3Cl)C1=O)C2(C)C (centres undefined),-5,-2,95,0,-2.5,3,-6,20,0,-5
Cc1cccc(NC(=O)c2ccccc2OCC(=O)c2ccccc2)c1,5,9,87,3,-1.1,8,3,2,2,-3
CCOc1ccc(NC(=S)Nc2ccc(OC(F)(F)F)cc2)cc1,-3,-3,/,-1,-0.6,4,-9,-10,1,-6
CCn1c(SCC(=O)Nc2ccc3c(c2)OCCO3)nnc1-c1ccccn1,2,9,102,2,0.4,6,3,-2,1,-9
Cc1ccc(Cl)cc1NC(=O)COc1ccccc1,-1,12,96,0,1.1,-3,1,3,-6,-5
COCCn1nnnc1C(c1cc2c(C)cc(C)cc2[nH]c1=O)N1CCCCCC1 (centres undefined),-17,2,96,4,-2.6,-4,-1,8,0,/
COc1ccc(-n2c(SCC(=O)Nc3cccc(S(N)(=O)=O)c3)nc3ccccc3c2=O)cc1OC,-6,7,98,-1,1.6,-4,0,0,4,-14
COC(=O)N/N=C1/C/C(=N\NC(=O)OC)c2ccccc21,-7,5,98,11,0.3,0,5,1,1,9
C=CCn1c(CCC(O)COCCCCC)n[nH]c1=S (centres undefined),0,7,98,0,-0.1,5,0,-4,-2,-5
BrC(=C\c1ccccc1)/C=N/Nc1nc(N2CCOCC2)nc(N2CCOCC2)n1,12,-1,94,3,2.9,-5,0,0,0,2
Cc1cc2ccccc2n1CCNC(=O)c1cccs1,9,6,109,-8,-0.4,1,/,3,-1,10
CCOC(=O)c1nnc(-c2ccccc2)nc1NCc1ccc(Cl)cc1,3,9,92,1,-0.7,1,-4,-6,6,-6
Cc1csc(NC(=O)c2cc[n+]([O-])cc2)n1,-1,6,101,2,-0.4,1,1,-2,3,-1
COc1ccc2oc(C(=O)NCC(Cc3ccccc3)N(C)C)c(C)c2c1 (centres undefined),8,1,92,-2,-1.2,-13,-1,2,12,-5
COc1ccc(C(=O)NNS(=O)(=O)c2ccccc2)cc1,-1,-5,90,1,4.3,1,-1,2,1,-4
CC(C)c1ccc(/C=C(/C#N)c2nnc(NC(=O)c3ccccc3)s2)cc1,-3,1,100,-2,1.8,1,0,4,7,-8
COc1ccc2oc3cc(NCCN(C)C)ccc3c(=O)c2c1,10,/,99,-9,/,-1,/,-3,-10,-7
CCCCSc1n[nH]c(N)n1,-7,24,96,-1,2.6,-1,-6,-4,0,-5
O=C(COC(=O)CNC(=O)c1ccc(Br)o1)Nc1ccccc1OC(F)F,2,8,96,3,-0.8,-1,-4,2,-2,8
CN1OC[C@@H]2CN(S(=O)(=O)c3ccccc3)[C@H](c3ccccc3Br)C[C@@H]21,-11,/,102,2,/,-7,/,1,-3,-9
N#CC1=C(N)Oc2cc(N)ccc2C1c1cccc(F)c1 (centres undefined),-6,-9,105,11,1.1,8,0,-3,-1,-19
O=C(NC(=S)Nc1ccc(-c2ccc(CO)o2)cc1)c1cccs1,3,14,110,0,-1.8,0,-1,24,-4,/
CCOC(=O)c1c(C)[nH]c(C)c1S(=O)(=O)N1CCN(c2cccc(C)c2)C(C)C1 (centres undefined),-3,1,102,-3,-1.2,-1,-4,-4,1,-3
O=C(c1ccc2c(=O)n(-c3ccccc3)c(=O)[nH]c2c1)N1CCCCC1,-6,4,100,1,-3.2,-2,5,-4,2,-9

# Sorted by value in Glyco luc inh (low to high): 3 of the compounds above.
canonical_smiles	Glyco luc inh
COc1ccc2oc3cc(NCCN(C)C)ccc3c(=O)c2c1	-9
Cc1cc2ccccc2n1CCNC(=O)c1cccs1	-8
CCOC(=O)c1nnc(-c2ccccc2)nc1NCc1ccc(Cl)cc1	1

# Following part:
SMILES,ABHD5 PLIN5 PPI,MC4R antag cAMP,ABCB6 inh MLPCN,Glyco luc inh,MC4R barr agon,m5-HT2A agonist,PDI turbidity,H9c2 protect,Exocytosis inh,CaV13 FRET inh
COc1cc(C2NC(=O)NC(O)(C(F)(F)F)C2C(=O)c2cccs2)ccc1O (centres undefined),-5,0,98,0,0.2,-5,11,4,-2,-7
COc1ccc(N(C(=O)Cn2nnc3ccccc32)C(C(=O)NCc2ccco2)c2cccnc2)cc1 (centres undefined),-1,2,99,1,-0.7,-4,-10,6,0,/
CCOc1ccc2nc(NC(=O)C3CCCO3)sc2c1 (centres undefined),1,9,98,-13,-0.6,3,-2,-2,-14,-2
CCOc1cc(NS(=O)(=O)c2ccc(Cl)cc2)c(OCC)cc1NC(=O)CC(C)C,-2,13,99,-5,0.1,-4,-1,-4,-4,-5
COC(=O)Cn1nc(-c2ccccc2)c2cc(Cl)ccc21,-2,2,97,0,-2.4,18*,8,-8,3,-8
COc1ccc(C(=O)NC(C)c2ccc(-n3ccnc3)cc2)cc1[N+](=O)[O-] (centres undefined),2,17,96,-4,-1.1,6,-6,-8,13,-4
CCOC(=O)c1ccc2c(c1)N(CC)C(=O)c1ccccc1S2,3,6,98,-3,0.8,-8,-8,-2,-9,/
c1cn2cc(-c3ccc4c(c3)OCO4)nc2s1,-20,-2,102,-13,-3.1,0,4,-12,6,-9

# Source: PubChem (several laboratories)
